# APOBEC3A inh: human APOBEC3A DNA deaminase inhibition | P31941 | recombinant A3A, FAM/TAMRA ssDNA deamination fluorescence | 330,000 tested, 0.41% active | AID 493011 | inhibition, % at 20 µM;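 active means at least 40% inhibition at 20 µM here, with at most 30% in a related deaminase screen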;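 further: plate controls were A3A with DMSO for no effect and wells lacking A3A enzyme for full effect; some results filed as inactive read as strong as hits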
# Target sequence (P31941 whole entry, looked up): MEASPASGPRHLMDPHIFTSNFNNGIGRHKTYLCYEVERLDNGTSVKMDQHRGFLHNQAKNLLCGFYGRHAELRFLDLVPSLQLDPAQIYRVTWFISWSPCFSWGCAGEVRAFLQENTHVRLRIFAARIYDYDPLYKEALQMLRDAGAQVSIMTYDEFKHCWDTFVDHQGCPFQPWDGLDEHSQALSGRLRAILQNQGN
# MIN6 prolif: inducers of beta-cell replication in MIN6 cells. MIN6 cells proliferation, ATPlite luminescence, 48 h; cells starved in 0.2% serum; 100% = growth in 10% serum. proliferation, % at 10 µM. AID 2380. 330,000 tested, 0.29% active;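 active means compounds whose signal lies at least 3.5 SD above the mean of all wells on their plate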;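 further: 0% = DMSO-treated cells in low-serum medium and 100% = 10% serum control; some compounds called inactive have numbers as strong as hits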
# mIAP act: mouse IAP activation. activation factor at 10 µM. 330,000 tested, 0.24% active. muIAP, CDP-Star luminescence, 30 min; hits give high values; 1 = vehicle-only enzyme signal, 0 = enzyme-free wells;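 active means activation factor of at least 2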; further: the source names both 10 and 20 µM as test concentration; values of inactives mirror those of a sister screen read the other way
#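 also added = chemiluminescent substrate CDP-Star | test system = mouse IAP enzyme | signal = chemiluminescence readout | compound = DMSO-dissolved test compounds | incubation = 30 min at room temperature | benchmarks = DMSO wells, no-enzyme wells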
# hIAP inh: blocks human intestinal alkaline phosphatase. P09923. purified IAP, CDP-Star luminescence, 30 min. inhibition, % at 10 µM. 330,000 tested, 0.12% active. AID 2544;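 active means inhibition reaching a set limit with compound at 10 µM in the primary screen, cut at about 35% in these data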;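 further: plate controls were DMSO wells with enzyme for no effect and no-enzyme buffer wells for full effect; values of inactives mirror those of a sister screen read the other way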
# A3G deaminase: blocks human APOBEC3G single-stranded DNA deamination; Q9HC16; 330,000 tested, 0.28% active; recombinant A3G, ssDNA deamination FAM/TAMRA fluorescence; inhibition, % at 20 µM; AID 493012;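 active means inhibition of at least 40% at 20 µM, with no more than 30% in the related APOBEC3A deaminase screen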;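 further: plate controls were DMSO wells with A3G for no effect and wells lacking A3G enzyme for full effect; some compounds called inactive have numbers as strong as hits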
# Target sequence (Q9HC16 whole entry, looked up): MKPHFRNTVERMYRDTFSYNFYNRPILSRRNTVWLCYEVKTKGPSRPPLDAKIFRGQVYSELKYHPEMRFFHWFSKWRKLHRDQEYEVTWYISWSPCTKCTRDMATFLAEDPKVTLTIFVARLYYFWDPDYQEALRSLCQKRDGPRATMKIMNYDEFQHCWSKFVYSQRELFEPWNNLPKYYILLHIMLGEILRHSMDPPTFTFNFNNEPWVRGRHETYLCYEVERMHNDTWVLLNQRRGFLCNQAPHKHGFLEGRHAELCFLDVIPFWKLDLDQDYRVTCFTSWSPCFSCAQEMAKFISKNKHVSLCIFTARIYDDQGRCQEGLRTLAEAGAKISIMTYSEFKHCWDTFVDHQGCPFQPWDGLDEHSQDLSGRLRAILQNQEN
# hIAP act: human IAP activation | purified human IAP, CDP-Star luminescence, 30 min; hits give high values; 1 = vehicle-only enzyme, 0 = enzyme-free background | activation factor at 10 µM | 330,000 tested, 0.16% active | AID 2524;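 active means activation factor of the enzyme at least 2-fold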; further: the source names both 10 and 20 µM as test concentration; values of inactives mirror those of a sister screen read the other way
# MPTP block: permeability transition pore inhibition; inhibition, % at 10 µM; isolated mouse mitochondria, Ca2+ swelling absorbance, 30 min; 360,000 tested, 1.4% active;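 active means inhibition of 50% or more, scaled per plate between neutral and stimulator controls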;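 further: 0% = DMSO wells given calcium and 100% = 1 mM EGTA wells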
# mIAP block: mouse IAP inhibition; purified mouse IAP, CDP-Star luminescence, 30 min; inhibition, % at 10 µM; 330,000 tested, 0.2% active; AID 2806;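 active means inhibition of at least 40% at 10 µM in the primary screen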;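 further: plate controls were DMSO with enzyme for no effect and no enzyme wells for full effect; values of inactives mirror those of a sister screen read the other way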
# ATG4B inh: inhibitors of human ATG4B cysteine protease. ATG4B cleavage of LC3-PLA2, NBD-HPC fluorescence, 1 h. inhibition, % at 8.33 µM. 340,000 tested, 0.51% active; in the data active means inhibition above about 40%
# Target sequence (Q9Y4P1 whole entry, looked up): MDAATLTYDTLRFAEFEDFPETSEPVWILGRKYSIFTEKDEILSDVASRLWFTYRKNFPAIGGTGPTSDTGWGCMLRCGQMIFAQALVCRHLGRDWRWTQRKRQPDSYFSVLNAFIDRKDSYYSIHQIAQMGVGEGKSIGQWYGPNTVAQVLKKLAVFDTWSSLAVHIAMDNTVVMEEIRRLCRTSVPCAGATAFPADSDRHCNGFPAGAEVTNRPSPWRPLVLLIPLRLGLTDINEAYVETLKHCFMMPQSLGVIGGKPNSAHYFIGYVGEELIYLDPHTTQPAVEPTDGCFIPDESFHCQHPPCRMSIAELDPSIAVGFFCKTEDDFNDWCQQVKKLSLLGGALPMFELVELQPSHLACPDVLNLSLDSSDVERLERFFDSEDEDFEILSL
# The depositor's hits bear a star; x = not tested or not shown.
SMILES,APOBEC3A inh,MIN6 prolif,mIAP act,hIAP inh,A3G deaminase,hIAP act,MPTP block,mIAP block,ATG4B inh
Fc1ccccc1COc1cccc(/C=N/n2cnnc2)c1,2,-2,0.99,-15,-5,1.1,5.2,1,-16
OCC#Cc1cnc2ccccc2c1,-4,-2,1,-12,-4,1.1,-0.2,0,7
COc1ccc(CNCC(=O)Nc2cccc(S(N)(=O)=O)c2)cc1,-1,0,0.87,8,-3,0.92,3.1,13,-3
CC(=O)C1=C(O)C(=O)N(CCCN2CCOCC2)C1c1ccccc1[N+](=O)[O-] (centres undefined),-3,-3,0.91,-2,-7,1,x,9,-5
O=C(CN1CCCCC1)Nc1cccc(-n2cnnn2)c1,0,1,1,6,-2,0.94,-0.9,-4,-5
COCCOC(=O)C1=C(C)NC2=C(C(=O)CCC2)C1c1ccc(N(C)C)cc1 (centres undefined),-4,1,1,-3,-6,1,1.4,-4,-2
CC(O)(CS(=O)(=O)Cc1ccccc1)C(=O)Nc1ccc(C(F)(F)F)cc1 (centres undefined),8,4,0.99,3,-8,0.97,0.2,1,-4
COc1cccc(-c2cc3nc(-c4ccccc4)cc(N4CCC5(CC4)OCCO5)n3n2)c1,-5,-2,1.2,-11,-6,1.1,2.0,-16,-1
CN(CCc1cn[nH]c1)C(=O)C1CCC(=O)N(CC2CCCCC2)C1 (centres undefined),1,4,0.94,5,1,0.95,0.0,6,0
Cc1cc(C(=O)NCc2cc(C(=O)O)co2)co1,2,-3,1,-5,-3,1.1,-1.8,-5,-1
N#C/C(=N\Nc1ccccc1F)c1nc(-c2ccccc2)cs1,0,0,0.91,16,-9,0.84,2.1,10,-5
CCOc1ccccc1-n1c(SCC(N)=O)nnc1-c1ccc(O)cc1,2,0,0.97,9,-2,0.91,0.3,3,-1
Cc1cccc(Nc2nc(N)c([N+](=O)[O-])c(NCc3ccco3)n2)c1,-3,-2,0.95,6,-3,0.94,22,5,16
Cc1c(C)n2c(SCC(=O)NCc3ccc4c(c3)OCO4)nnc2[nH]c1=O,-2,0,0.99,6,-9,0.94,-0.7,1,1
CCCc1cc(-c2n[nH]c(=S)n2C(C)c2ccccc2)cs1 (centres undefined),-4,-5,0.95,-9,-2,1.1,-0.5,5,8
CNC(=S)N/N=C/c1ccc(OCc2ccccc2)c(Br)c1,-4,0,1,10,-6,0.9,4.2,0,-4
CN(C)S(=O)(=O)c1cccc(NC(=O)COc2ccc(C(=O)c3ccccc3)cc2)c1,1,-6,1.1,-3,0,1,2.8,-8,-7
CCC(C)Nc1nc(C)nc2c1oc1ccccc12 (centres undefined),-1,1,0.9,17,-7,0.83,27,10,-6
COCCn1c(SCc2cc(=O)n3ccsc3n2)nnc1-c1ccncc1,-5,-2,1,-43,-1,1.4,-1.6,-3,-7
NC(=O)c1ccc(-n2nnnc2Oc2ccc(Br)cc2)cc1,0,5,1,-6,-14,1.1,-0.2,-3,-1
C/C(=N\NC(=O)CNc1cccc(C(F)(F)F)c1)c1cccs1,0,-1,0.99,3,-3,0.97,3.5,1,-4
O=C1C(Cl)=C(NCCN2CCCCC2)C(=O)c2ccccc21,3,-6,1,10,-3,0.9,3.3,-1,6
Cc1cccc(NC(=O)c2ccc(Cl)c(NC(=O)c3ccncc3)c2)c1C,-3,-1,0.97,-2,-6,1,0.0,3,-4
O=C(N=C1SCC(=O)N1c1ccccc1Cl)c1ccco1,-3,-4,0.98,-7,-4,1.1,0.5,2,4
O=C(Nc1ccc2c(c1)OCO2)Nc1ccc(Cl)cc1Cl,4,-1,1.7,6,5,0.94,83*,-69,-2

# The list goes on.
SMILES,APOBEC3A inh,MIN6 prolif,mIAP act,hIAP inh,A3G deaminase,hIAP act,MPTP block,mIAP block,ATG4B inh
C/C(=N\NC(=O)c1c(Br)cnn1C)c1ccc(NC(=O)c2ccc(F)cc2)cc1,1,-4,1.1,1,0,0.99,0.8,-7,4
CC(C)=Nc1ccccc1C1COC(=O)C1=N (centres undefined),5,0,1,-14,-7,1.1,2.7,-4,4
CN(Cc1ccccc1F)c1nc(-c2cccs2)nc2ccccc12,0,-4,0.93,0,-5,1,3.7,7,-4
COc1ccc(CCn2c(=O)[nH]c3cc(C(=O)NCCCN4CCOCC4)ccc3c2=O)cc1OC,1,2,0.91,13,-1,0.87,0.5,9,-12
CCOC(=O)C(C)n1cnc2c(nnn2-c2ccccc2)c1=O (centres undefined),-1,-4,1,-14,1,1.1,0.0,-1,1
CCN(CCn1cccn1)C(=O)CCc1nnc(-c2ccccc2)o1,1,-1,0.96,-9,-4,1.1,-0.5,4,8
CS(=O)(=O)N(CC(=O)Nc1ccc(F)c(F)c1)c1cccc([N+](=O)[O-])c1,2,-1,0.91,17,0,0.83,3.9,9,-8
Cc1cc(C)c(C#N)c(Sc2ccccc2N)n1,6,-6,0.98,-4,1,1,3.1,2,3
CN(C(=O)CSc1nc2c(c(=O)[nH]1)CCCC2)C1CCCCC1,-2,-1,0.93,14,-4,0.86,1.1,7,-9
Cc1ccccc1NC(=O)C1CCCN(S(=O)(=O)c2ccc(-n3cnnn3)cc2)C1 (centres undefined),-4,1,0.97,11,-10,0.89,-1.2,3,-6
CC(=O)c1cccc(OCC(=O)Nc2cccc(C(=O)Nc3c(C)n(C)n(-c4ccccc4)c3=O)c2)c1,29,-6,0.95,6,0,0.94,0.4,5,-15
Cc1ccc(S(=O)(=O)c2c(C)nn(C(C)(C)C)c2OC(=O)CC(C)C)cc1,1,-2,0.93,-9,-1,1.1,0.8,7,-3
O=C(NCCC(=O)N1CCN(S(=O)(=O)c2ccccc2Cl)CC1)Nc1ccccc1,-1,-1,1,1,5,0.99,-1.5,-3,-47
CCCNS(=O)(=O)c1ccc(OCC(=O)N2CCc3ccccc3C2)c(C)c1,-2,-1,1,-42,-6,1.4,4.5,0,-1
O=C(c1ccc(Cl)c(S(=O)(=O)NCc2ccccc2)c1)N1CCN(c2ccccn2)CC1,0,-3,0.91,11,-5,0.89,-0.1,9,7
COc1ccc(OC)c(CNn2c(-c3ccccc3F)nc3ccccc3c2=O)c1,-3,1,0.96,8,-2,0.92,-0.2,4,10
CC(=O)N/N=C(\C)CCc1ccccc1,4,-3,0.94,5,-1,0.95,-0.8,6,-1
COc1ccccc1N1CCN(C2CCCN(Cc3cc(F)cc(F)c3)C2)CC1 (centres undefined),0,-2,0.89,24,-6,0.76,-0.3,11,2
CC(C)n1c(SCC(=O)NC2CCCCC2)nnc1-c1ccco1,-4,-2,0.97,-7,-7,1.1,-1.2,3,-7
CN1CCN(C(=O)CSc2nnc(COc3ccc(Cl)cc3)o2)CC1,-4,0,0.99,5,-1,0.95,1.3,1,-1
O=P1(O)C=C(c2ccccc2)OC(c2ccccc2)=C1,-6,1,1,-24,-8,1.2,-2.4,-4,-7
Cc1nc2nc(NCc3cccs3)nn2c(C)c1Cl,0,0,0.96,-11,-4,1.1,-1.0,4,-2
COc1ccc(S(=O)(=O)N2CCN(Cc3ccco3)CC2)cc1,-4,0,0.98,2,-8,0.98,7.9,2,-11
CCCCc1ccc(Nc2nc(N3CCOCC3)nc(N3CCOCC3)n2)cc1,-2,-1,0.95,6,3,0.94,-0.8,5,3
Cc1ccc(NC(=O)CCN2C(=O)C3CCCCC3C2=O)c(O)c1 (centres undefined),-4,0,0.92,14,-7,0.86,-2.4,8,-9

# Remaining list, next part:
SMILES,APOBEC3A inh,MIN6 prolif,mIAP act,hIAP inh,A3G deaminase,hIAP act,MPTP block,mIAP block,ATG4B inh
CC1(C)CC(=O)C(C=Nc2ccncc2)=C(O)C1,2,-4,0.95,-14,1,1.1,0.0,5,-1
O=C(c1ccc(-c2ccccc2)cc1)N1CCCC1,-2,0,1.1,-4,-3,1,-5.0,-6,-3
Cc1cc(C(=O)COC(=O)Cc2n[nH]c(=O)c3ccccc23)c(C)n1CC(F)(F)F,-1,0,1,5,-8,0.95,-3.4,0,2
O=C1CCC(C(=O)OCC(=O)c2ccccc2)N1 (centres undefined),-3,-1,1.1,2,-7,0.98,0.2,-13,1
CC(C)NC(=O)COc1ccc(/C=N/NS(=O)(=O)c2ccccc2)cc1,-1,-2,1.1,-12,-6,1.1,-3.2,-6,-11
COc1ccc(NC(=O)COC(=O)c2cc(C)oc2C)cc1OC,-5,6,1,0,-10,1,0.3,0,-5
COc1ccccc1C(=O)N1CCN(C(=O)c2ccncc2)CC1,-3,-2,1.1,-5,-4,1,-0.3,-11,3
Cc1onc(-c2c(F)cccc2Cl)c1C(=O)Nc1ccc(Cl)c(S(=O)(=O)N(C)C)c1,-3,-3,1.3,-7,-6,1.1,-2.0,-26,-67
O=C(O)CSC1c2ccccc2C(=O)N1c1ccccc1 (centres undefined),1,-1,0.99,12,3,0.88,-1.1,1,-1

# Among those listed so far, these contain fluorine:
SMILES,APOBEC3A inh,MIN6 prolif,mIAP act,hIAP inh,A3G deaminase,hIAP act,MPTP block,mIAP block,ATG4B inh
Fc1ccccc1COc1cccc(/C=N/n2cnnc2)c1,2,-2,0.99,-15,-5,1.1,5.2,1,-16
CC(O)(CS(=O)(=O)Cc1ccccc1)C(=O)Nc1ccc(C(F)(F)F)cc1 (centres undefined),8,4,0.99,3,-8,0.97,0.2,1,-4
N#C/C(=N\Nc1ccccc1F)c1nc(-c2ccccc2)cs1,0,0,0.91,16,-9,0.84,2.1,10,-5
C/C(=N\NC(=O)CNc1cccc(C(F)(F)F)c1)c1cccs1,0,-1,0.99,3,-3,0.97,3.5,1,-4
C/C(=N\NC(=O)c1c(Br)cnn1C)c1ccc(NC(=O)c2ccc(F)cc2)cc1,1,-4,1.1,1,0,0.99,0.8,-7,4
CN(Cc1ccccc1F)c1nc(-c2cccs2)nc2ccccc12,0,-4,0.93,0,-5,1,3.7,7,-4
CS(=O)(=O)N(CC(=O)Nc1ccc(F)c(F)c1)c1cccc([N+](=O)[O-])c1,2,-1,0.91,17,0,0.83,3.9,9,-8
COc1ccc(OC)c(CNn2c(-c3ccccc3F)nc3ccccc3c2=O)c1,-3,1,0.96,8,-2,0.92,-0.2,4,10
COc1ccccc1N1CCN(C2CCCN(Cc3cc(F)cc(F)c3)C2)CC1 (centres undefined),0,-2,0.89,24,-6,0.76,-0.3,11,2
Cc1cc(C(=O)COC(=O)Cc2n[nH]c(=O)c3ccccc23)c(C)n1CC(F)(F)F,-1,0,1,5,-8,0.95,-3.4,0,2
Cc1onc(-c2c(F)cccc2Cl)c1C(=O)Nc1ccc(Cl)c(S(=O)(=O)N(C)C)c1,-3,-3,1.3,-7,-6,1.1,-2.0,-26,-67

# Compound activity deposited in PubChem by Sanford-Burnham Center for Chemical Genomics.
